Screening data deposited in PubChem by several laboratories.
MazF activator: MazEF (E. coli) toxin RNase activation; P0AE70; FAM/BHQ RNA-DNA oligo cleavage fluorescence, 5 h; activation, % at 20 µM; 350,000 compounds, 0.32% hits; in the data active = activation above about 50%
Target sequence (P0AE70 whole entry, looked up): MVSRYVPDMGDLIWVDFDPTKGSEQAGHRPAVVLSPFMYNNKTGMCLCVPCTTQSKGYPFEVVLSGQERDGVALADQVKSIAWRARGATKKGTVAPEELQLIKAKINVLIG
PriA SSB inh: inhibitors of Klebsiella pneumoniae PriA binding to SSB C-terminal tail; AlphaScreen SSBct-PriA binding, biotinylated peptide; inhibition, % at 33 µM; 430,000 compounds, 0.6% hits; in the data active = inhibition mostly above about 37%, no sharp cut-off; inactive = mostly below about 20%;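 note: plate controls were negative control peptide for no effect and reference peptide for full effect; strong numbers were not always called active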
SARS 3CLpro inh: SARS-CoV 3CLpro protease inhibition | recombinant SARS-CoV 3CLpro, quenched FRET peptide cleavage | inhibition, % at 6 µM | 290,000 compounds, 0.14% hits | AID 1706; in the data active = inhibition above about 12%
Vc quorum ag: induces V. cholerae light production without autoinducers; activation, % at 18.7 µM; 350,000 compounds, 0.16% hits; V. cholerae BH1578 lux reporter, luminescence, 6 h; in the data active = activation mostly above about 9.7%, no sharp cut-off; note: not every result past the cut was called active; inactives centre near 0; reference of the scale not given here
PfHsp40 yeast: rescue of PfHsp40-mediated yeast toxicity. 340,000 compounds, 0.68% hits. growth rescue, % at 12.5 µM. AID 504582. S. cerevisiae expressing PfHsp40, growth rescue, ATP luminescence; in the data active = growth rescue above about 28%, passing the limit was not always enough;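 note: yeast W303a lacking pdr1 and pdr3 grown in galactose medium; growth measured after three days at 30 °C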
TcdB inh: TcdB glycohydrolase inhibition. TcdB glycohydrolase enzymatic assay, plate reader. inhibition, % at 9.99 µM. 350,000 compounds, 0.24% hits. AID 652162; in the data active = inhibition above about 10%
Yp Topo-I inh: blocks Yersinia pestis topoisomerase I activity | Y. pestis Topo-I cleavage product accumulation, plate reader | activity, % at 10 µM | 360,000 compounds, 0.064% hits; in the data active = activity above about 50%, passing the limit was not always enough; note: inactives centre near 2
VHR inh abs: blocks human VHR1 dual specificity phosphatase. P51452. recombinant VHR phosphatase, pNPP absorbance. inhibition, % at 13.3 µM. 290,000 compounds, 0.52% hits. AID 1654; in the data active = inhibition above about 50%; note: some compounds called inactive have numbers as strong as hits
Target sequence (P51452 whole entry, looked up): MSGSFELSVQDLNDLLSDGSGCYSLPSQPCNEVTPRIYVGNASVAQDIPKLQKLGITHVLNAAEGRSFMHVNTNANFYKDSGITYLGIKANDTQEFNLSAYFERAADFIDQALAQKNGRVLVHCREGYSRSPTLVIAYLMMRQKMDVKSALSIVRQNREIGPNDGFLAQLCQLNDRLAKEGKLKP
Rv3671c inh: inhibitors of M. tuberculosis serine protease Rv3671c; P9WHR9; inhibition, % at 5.96 µM; 320,000 compounds, 0.048% hits; AID 2606; in the data active = inhibition above about 38%;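 note: extracellular domain of Rv3671c used as enzyme; 0% = enzyme with DMSO and 100% = no enzyme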
Anthrax LF inh2: inhibitors of Bacillus anthracis lethal factor protease | multiplex microsphere protease cleavage assay, LF | 360,000 compounds, 0.12% hits | inhibition, % at 10 µM | P15917; in the data active = inhibition above about 30%; note: plate controls were buffer without enzyme for full effect and enzyme alone for no effect
Target sequence (P15917 whole entry, looked up): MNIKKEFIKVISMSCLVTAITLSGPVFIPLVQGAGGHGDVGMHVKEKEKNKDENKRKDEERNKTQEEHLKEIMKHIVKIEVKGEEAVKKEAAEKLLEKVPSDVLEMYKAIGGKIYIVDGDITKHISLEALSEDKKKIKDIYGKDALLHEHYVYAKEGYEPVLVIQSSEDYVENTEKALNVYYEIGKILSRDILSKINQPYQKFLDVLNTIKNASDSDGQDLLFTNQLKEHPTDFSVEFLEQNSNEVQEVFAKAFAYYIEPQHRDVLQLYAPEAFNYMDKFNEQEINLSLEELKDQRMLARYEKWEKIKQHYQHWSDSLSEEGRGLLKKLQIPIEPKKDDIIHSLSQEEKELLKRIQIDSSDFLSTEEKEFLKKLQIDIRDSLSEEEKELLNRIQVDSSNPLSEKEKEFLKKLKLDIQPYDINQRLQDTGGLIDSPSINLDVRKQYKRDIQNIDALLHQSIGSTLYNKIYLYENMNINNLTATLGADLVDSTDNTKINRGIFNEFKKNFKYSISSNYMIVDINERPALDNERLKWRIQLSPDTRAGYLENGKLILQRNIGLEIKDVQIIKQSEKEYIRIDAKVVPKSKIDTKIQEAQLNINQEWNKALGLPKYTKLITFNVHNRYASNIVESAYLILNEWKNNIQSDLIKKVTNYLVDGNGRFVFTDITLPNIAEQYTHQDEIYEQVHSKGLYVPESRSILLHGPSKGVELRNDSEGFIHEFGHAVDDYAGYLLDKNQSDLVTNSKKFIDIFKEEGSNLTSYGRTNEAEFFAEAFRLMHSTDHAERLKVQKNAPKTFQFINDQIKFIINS
Active calls of the source: *; i = inactive; · = no result given; & = joins results of further samples. This is a subset; the hit share may differ from the screen's.

SMILES | MazF activator | PriA SSB inh | SARS 3CLpro inh | Vc quorum ag | PfHsp40 yeast | TcdB inh | Yp Topo-I inh | VHR inh abs | Rv3671c inh | Anthrax LF inh2
O=C1CC(c2ccccc2)SC(N(c2ccccc2)c2ccccc2)=N1 (stereo not given) | -8 | 0 | -2 | -0.2 | 0.5 | 0.1 | -2 | 14 | -6 | -1
CCn1cc(CN2CCc3c([nH]c4ccccc34)C2c2ccc(F)c(OC)c2)c(C)n1 (stereo not given) | -8 | -1 | 0 | 1.5 | 0.4 | 1.4 | 17 | 2 | -6 | -3
CCCCN(C)Cc1cc(=O)oc2cc3c(cc12)CCCC3 | 4 | -26 | -1 | i | 0.3 | 0.0 | 28 | -9 | -3 | 12
COC(=O)C1=C(C(=O)OC)[C@@H]2N(C)c3ccc(OC)cc3[C@@]23C[C@@H](C(=O)OC)N(C(=O)c2cccs2)C3=N1 | 5 | -4 | 3 | -2.8 | 7.2 | · | 27 | 20 | 2 | -6
CCn1c(-c2ccccc2)c(C(=O)CC#N)c2ccccc21 | 3 | -21 | 6 | i | 0.9 | 1.8 | 11 | -6 | 2 | 4
S=C1NCN(Cc2ccco2)CN1Cc1ccco1 | 1 | 2 | -2 | -0.7 | -0.2 | -0.7 | -9 | 13 | 1 | -5
OCCOc1ccc(CN2CCCC(N3CCN(c4ccc(F)cc4)CC3)C2)cc1 (stereo not given) | -1 | 1 | 1 | -0.3 | -0.7 | -0.6 | -6 | 1 | 3 | 1
O=C(NCC(=O)N(c1ccc(F)cc1)C(C(=O)NC1CCCCC1)c1ccncc1)c1ccco1 (stereo not given) | 11 | -7 | 3 | -0.5 | -1.1 | -0.2 | -2 | 26 | 2 | -3
O=C(Nc1ccc2c(c1)OCO2)C1CCCN(c2nc3ccccc3s2)C1 (stereo not given) | 5 | 19 | 1 | -2.6 | 0.4 | 1.9 | 11 | 23 | 5 | -3
O=C(CN1CCCC1)N/N=C/c1c(O)ccc2ccccc12 | -29 | · | -2 | i | 52* | -30 | -3 | 25 | 3 | -8
O=C(CCN1C(=O)COc2ccccc21)NCc1ccco1 | -1 | -7 | 2 | -0.4 | 0.0 | · | 3 | 10 | 0 | -3
CCOC(=O)c1ccccc1-c1cn2cc(Cl)ccc2n1 | -3 | -11 | 3 | -0.5 | 2.1 | 2.6 | -4 | 17 | -1 | 1
CC(C)NC(=O)N(C)C[C@@H]1Oc2ccc(NC(=O)Nc3ccc(C(F)(F)F)cc3)cc2CC(=O)N([C@H](C)CO)C[C@@H]1C | 5 | 2 | · | 7.5 | -0.6 | 0.0&2.3 | 6 | · | -1 | 2
CCCN1CCC(NC(=O)CC2C(=O)NCCN2Cc2cccc(OC)c2)CC1 (stereo not given) | -3 | 0 | -2 | i | -0.3 | 0.4 | 11 | -3 | 2 | 10
COc1cc(Nc2c3ccccc3nc3ccccc23)cc(OC)c1OC | 6 | 12 | -3 | -1.6 | -1.2 | 3.0 | -9 | -49 | 3 | 12
O=C(CN1CCN(Cc2ccccc2)CC1)N=Nc1c(O)[nH]c2ccccc12 | 8 | -11 | 2 | i | 0.7 | · | 8 | -5 | -9 | -2
COc1ccc(C)cc1NC(=O)CSCc1ccccc1C | 4 | -15 | -5 | i | 2.8 | 2.0 | 27 | 18 | -3 | 2
COc1ccc(/C=C\C(=O)c2c(O)ccc3c(C)cc(=O)oc23)cc1OC | -1 | -7 | 4 | i | 0.9 | · | 5 | 34 | -1 | 1
Oc1ccc2ccccc2c1CNc1ccc(Br)cc1 | -21 | 3 | 1 | · | · | 2.0 | · | 27 | 3 | ·
CN(C)c1ccc(/C=N/NC(=O)CNC(=O)c2ccc3c(c2)OCCO3)cc1 | 4 | · | 3 | -0.2 | 1.1 | -2.9 | -1 | 1 | -5 | -2
O=[N+]([O-])c1ccccc1CNc1ccc(F)c(Cl)c1 | -5 | 6 | 6 | i | 2.5 | 2.8 | -2 | 3 | -1 | -2
CS(=O)(=O)N(CC(=O)N1CCCCCC1)c1cccc(F)c1 | 4 | -9 | -4 | i | 0.5 | 1.8 | 6 | 4 | 2 | 3
COC(=O)C1=C(C)N(C)C(=O)NC1c1ccc([N+](=O)[O-])o1 (stereo not given) | -18 | -11 | 2 | -0.2 | -0.8 | 0.1 | 0 | 15 | 1 | 1
COc1ccccc1CC(=O)N1CCN(C(=O)c2ccco2)CC1 | 4 | -5 | 2 | -1.7 | -0.3 | 0.0 | 5 | 26 | 5 | -3
Cn1ccnc1SCC(=O)Nc1cccc(S(=O)(=O)N2CCCCCC2)c1 | -7 | 8 | 0 | -0.3 | -1.8 | -0.5 | 8 | -11 | -1 | -3

Going on with the list.
SMILES | MazF activator | PriA SSB inh | SARS 3CLpro inh | Vc quorum ag | PfHsp40 yeast | TcdB inh | Yp Topo-I inh | VHR inh abs | Rv3671c inh | Anthrax LF inh2
CCCC(=O)NNC(=O)Nc1ccccc1 | 7 | -16 | 1 | -0.3 | 1.0 | 1.3 | 2 | 23 | 2 | 3
CCOc1ccc(NS(=O)(=O)c2ccc3c(c2)n(C)c(=O)n3C)cc1 | -1 | -9 | 5 | -0.8 | · | 0.7 | 2 | 7 | 2 | -17
Cc1ccccc1N1CCN(C(=O)C2CCC(=O)N(C3CCCC3)C2)CC1 (stereo not given) | 9 | 0 | 1 | -0.4 | -0.8 | 0.5 | 3 | -2 | -2 | -2
Cc1cc(C(=O)CSc2ccc(Cl)cc2)cc(C)c1OC(=S)N(C)C | -5 | -7 | -5 | -0.1 | 0.6 | · | 16 | 31 | -17 | -1
COc1ccc(OCc2nnc(SCC(=O)Nc3nnc(C4CC4)s3)n2C)cc1 | -1 | -4 | -1 | -0.6 | -1.6 | 1.1 | 4 | 4 | 10 | -3
O=C(Nc1cccc(NC(=O)c2ccccc2Cl)c1)c1ccc([N+](=O)[O-])o1 | 2 | 5 | 0 | 0.6 | -1.4 | 1.2 | -14 | 11 | -2 | 0
Cc1cc(C)n2nc(SCn3nnc4ccccc4c3=O)nc2n1 | 2 | -11 | -4 | -5.0 | 0.1 | 0.8 | -2 | 14 | 1 | -2
O=S(=O)(c1ccccc1Cl)N1CCCC1c1nc(-c2ccc(Cl)cc2)no1 (stereo not given) | -6 | -23 | 2 | i | 5.4 | · | -9 | -13 | -17 | -5
NS(=O)(=O)c1ccccc1NC(=S)Nc1ccccc1S(N)(=O)=O | 6 | -5 | 2 | 0.9 | 0.9 | 0.6 | 4 | 24 | -6 | 9
CCOC(=O)c1c(NC(=O)CC)sc(C(=O)NC2CCCC2)c1C | 4 | 1 | 3 | -0.2 | 1.2 | 3.3 | -8 | 7 | -13 | -12
O=C(CC1CCCC1)Nc1cccc(Br)c1 | 3 | -43 | 1 | -0.8 | -0.5 | 1.5 | -1 | 35 | -6 | 1
Cc1c(C2(O)CCCCC2)[nH]c2ncccc12 | 6 | 11 | · | -3.6 | 3.9 | -0.3 | -2 | · | -1 | 0
O=S(=O)(c1cccs1)N1CN(Cc2ccc(Cl)cc2)c2nc3ccccc3nc21 | 11 | 5 | 4 | -0.5 | -0.3 | · | 3 | 9 | 3 | -4
COc1ccc2cc(C(=O)NCC(=O)O)sc(=O)c2c1OC | 12 | -6 | -1 | -0.3 | 0.3 | · | -7 | 25 | · | -2
CN(N)c1nc(-c2ccccc2)nnc1C(F)(F)F | 11 | -4 | 5 | i | -0.8 | · | -3 | 32 | 3 | -1
O=[N+]([O-])c1ccc(CS(=O)(=O)N2CCN(c3ccccc3)CC2)cc1 | 9 | -7 | 9 | -0.8 | 0.4 | 2.9 | 3 | -3 | 1 | -13
O=C(c1ccco1)N1CCN(Cc2cccc3ccccc23)CC1 | 13 | -8 | 3 | i | -1.2 | 0.6 | 33 | 28 | 14 | -3
CC(=O)C[C@H]1c2cc(C(F)(F)F)ccc2S(=O)(=O)N1Cc1ccccc1 | 6 | -8 | · | i | 8.3 | 0.4 | 3 | · | 4 | 2
O=C(COC(=O)c1n[nH]c2ccccc12)c1ccc(F)c(F)c1 | 1 | -9 | · | i | -0.1 | 0.6 | -12 | · | -10 | -5
C[C@@H](C(=O)NCc1ccccn1)[C@H]1C[C@]1(C)[C@H](NC(=O)OCc1ccccc1)c1ccccc1 | -26 | -9 | -1 | -0.3 | 0.7 | -3.3 | 12 | 12 | 26 | 4
CCOC(=O)c1oc2cccc(O)c2c1CN1CCOCC1 | -2 | -6 | 4 | · | 0.6 | · | 1 | 15 | -11 | -1
Cn1c(=O)n(C/C=C/c2ccccc2)c(=O)c2c1nc1n2CCCN1c1ccc(F)cc1 | 4 | -14 | -1 | -0.3 | 8.1 | · | 15 | -6 | 2 | -3
CC(C)[C@@H](N)C(=O)NCC1CCC(C(=O)N[C@@H](Cc2ccccc2)C(=O)O)CC1 (stereo not given in full) | 11 | 0 | -5 | i | 1.0 | -0.1 | -3 | 26 | -9 | 6
CCC(C)[C@H](NS(=O)(=O)c1ccc(C)cc1)C(=O)N1CCC(C(=O)N2CCC(C(=O)OC)CC2)CC1 (stereo not given in full) | 2 | -9 | -1 | -0.3 | -0.5 | -0.5 | 15 | 20 | -1 | 6
O=c1[nH]c(C(Cl)Cl)nc2sc3c(c12)CCN(Cc1ccccc1)C3 | 14 | -3 | 5 | -0.7 | 2.3 | 0.4 | 5 | 8 | -3 | 1

More entries follow:
SMILES | MazF activator | PriA SSB inh | SARS 3CLpro inh | Vc quorum ag | PfHsp40 yeast | TcdB inh | Yp Topo-I inh | VHR inh abs | Rv3671c inh | Anthrax LF inh2
Cc1ccc(OCCNC(=O)CNC(=O)c2ccc(C)c(C)c2)cc1 | 6 | 1 | · | i | 0.7 | -1.5 | -5 | · | 1 | 1
Cc1nnc(NC2(C(F)(F)F)C(=O)Nc3c2c(=O)n(C)c(=O)n3C)s1 (stereo not given) | 10 | -14 | 8 | -0.6 | 0.2 | · | -1 | -1 | -7 | 0
Cc1ccc(S(=O)(=O)NC(=O)C2(C)CCN2C(=O)Cc2ccc(Cl)cc2Cl)cc1 (stereo not given) | · | · | · | 1.2 | · | 0.8 | 4 | · | · | -6
COC(=O)c1cc(OC)c(OC)cc1NC(=S)Nc1cccc(C(C)=O)c1 | 3 | -7 | -2 | -0.4 | 0.0 | · | 0 | -9 | -7 | -3
COc1ccc2nc(NC(=O)c3ccc([N+](=O)[O-])o3)sc2c1 | 7 | -2 | 2 | 7.5 | -0.5 | 0.7 | -17 | 32 | -6 | 12
Cc1cc(C)c(NC(=O)COc2cccnc2[N+](=O)[O-])c(C)c1 | -5 | 5 | · | -5.5 | -1.4 | 0.8 | 3 | · | -10 | -8
Cn1c(=O)c(C(=O)NCCCc2ccccc2)c(O)c2ccccc21 | -4 | -6 | 0 | i | 17 | 0.6 | 18 | 13 | · | -4
COc1ccc(C2C(C#N)=C(C)NC3=C2S(=O)(=O)c2ccccc23)cc1 (stereo not given) | 13 | -15 | 3 | 0.1 | 3.5 | · | 5 | 9 | -6 | 5

Already shown: an excerpt of the list.
SMILES | MazF activator | PriA SSB inh | SARS 3CLpro inh | Vc quorum ag | PfHsp40 yeast | TcdB inh | Yp Topo-I inh | VHR inh abs | Rv3671c inh | Anthrax LF inh2
Cn1c(=O)c(C(=O)NCCCc2ccccc2)c(O)c2ccccc21 | -4 | -6 | 0 | i | 17 | 0.6 | 18 | 13 | · | -4
COc1ccc(C2C(C#N)=C(C)NC3=C2S(=O)(=O)c2ccccc23)cc1 (stereo not given) | 13 | -15 | 3 | 0.1 | 3.5 | · | 5 | 9 | -6 | 5

An excerpt from above in order of molecular weight, lowest first:
SMILES | MazF activator | PriA SSB inh | SARS 3CLpro inh | Vc quorum ag | PfHsp40 yeast | TcdB inh | Yp Topo-I inh | VHR inh abs | Rv3671c inh | Anthrax LF inh2
Cc1cc(C)c(NC(=O)COc2cccnc2[N+](=O)[O-])c(C)c1 | -5 | 5 | · | -5.5 | -1.4 | 0.8 | 3 | · | -10 | -8
Cn1c(=O)c(C(=O)NCCCc2ccccc2)c(O)c2ccccc21 | -4 | -6 | 0 | i | 17 | 0.6 | 18 | 13 | · | -4
Cc1ccc(OCCNC(=O)CNC(=O)c2ccc(C)c(C)c2)cc1 | 6 | 1 | · | i | 0.7 | -1.5 | -5 | · | 1 | 1
Cc1ccc(S(=O)(=O)NC(=O)C2(C)CCN2C(=O)Cc2ccc(Cl)cc2Cl)cc1 (stereo not given) | · | · | · | 1.2 | · | 0.8 | 4 | · | · | -6
